TRAIL sens C8: viability loss with TRAIL in NB7+C8 cells, primary screen, TRAIL sensitizer project, cell-based, ATPlite luminescence. inhibition (viability loss, TRAIL sensitization), % at 10 µM. actives 1% (n = 360,000);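 active = compounds causing at least 50% loss of cell viability in the single-dose screen, relative to plate controls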
COUP-TFII inh: NR2F2 transcriptional activity inhibitors, primary screen, cell-based, luciferase reporter, HEK293T, luminescence; HEK293T NGFI-A luciferase reporter; inhibition, % at 8.6 µM; actives 0.7% (n = 370,000);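 active = inhibition above a per-plate cutoff, mean inhibition of test wells between control levels plus 3 SD, cut at about 38% in these data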;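 also: cells cotransfected with COUP-TFII expression vector driving the NGFI-A reporter; 0% = median of COUP-TF2 test wells and 100% = reporter-only cells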
Target sequence (P24468 whole entry, looked up): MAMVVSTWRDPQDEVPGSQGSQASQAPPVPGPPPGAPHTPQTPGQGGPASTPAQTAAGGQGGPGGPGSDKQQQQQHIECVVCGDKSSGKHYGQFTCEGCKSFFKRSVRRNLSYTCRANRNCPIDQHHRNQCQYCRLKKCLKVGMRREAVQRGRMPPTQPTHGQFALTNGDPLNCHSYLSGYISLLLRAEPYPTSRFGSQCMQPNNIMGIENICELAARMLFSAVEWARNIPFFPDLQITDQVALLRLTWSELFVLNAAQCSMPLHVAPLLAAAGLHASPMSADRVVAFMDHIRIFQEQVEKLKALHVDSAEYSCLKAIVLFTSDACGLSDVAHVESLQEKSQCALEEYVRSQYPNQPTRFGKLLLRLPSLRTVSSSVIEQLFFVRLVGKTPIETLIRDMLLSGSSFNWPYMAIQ
SRC1 inh: SRC1 coactivator transcriptional activity inhibitors, primary screen, cell-based, luminescence. inhibition, % at 3.6 µM. HEK293 GAL4-SRC1 luciferase reporter. actives 0.12% (n = 360,000);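 active = inhibition above the campaign mean plus 3 SD, with each screening campaign given its own cutoff, cut at about 60% in these data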;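 also: 0% = DMSO treated cells and 100% = gossypol at 36 µM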
TROY NFkB inh: inhibitors of TROY-driven NF-kB signaling, primary screen, Q293 LMP1-TROYcd cells, NF-kB luciferase, uHTS; Q293 LMP1-TROYcd NF-kB luciferase reporter, 4 h; inhibition, % at 10 µM; actives 0.98% (n = 360,000);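 active = compounds whose plate-normalised and pattern-corrected inhibition of the luciferase reporter signal at the single screening dose is 50% or more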
SRC3 inh: SRC3 coactivator transcriptional activity inhibitors, primary screen, cell-based, luminescence; AID 588352, 2011; HEK293 GAL4-SRC3 luciferase reporter; actives 0.17% (n = 360,000); inhibition, % at 3.6 µM; Nuclear receptor coactivator 3 (Homo sapiens), Q9Y6Q9;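 active = inhibition above a per-campaign cutoff, the mean of all compounds plus 3 SD, cut at about 60% in these data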;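 also: 0% = DMSO-treated cells and 100% = gossypol-treated cells at 36 µM; higher means less SRC3-driven luciferase light from the GAL4 reporter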
KKLEB cytotox: cytotoxicity in KKLEB CF airway cells, primary screen, cytotoxicity control for CF NF-kB inhibitor project, cell-based, uHTS, fluorescence assay plates. actives 0.36% (n = 360,000). activity change (cytotoxicity), % at 5 µM. KKLEB CF airway cells viability, ATPlite luminescence, overnight; stronger effect = lower value; cells stimulated with P. aeruginosa culture filtrate;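 active = corrected activity change at or below -50% at 5 µM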
Shn3 3UTR inh: reduction of Shn3 3'UTR firefly luciferase signal, primary screen, Schnurri-3 inhibitor project, cell-based, Clone20 osteoblasts, set 2; inhibition, % at 12.5 µM; Clone20 osteoblast Shn3 3'UTR firefly luciferase, 24 h; actives 0.52% (n = 360,000); AID 588674, 2011;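 active = mean inhibition of at least 75% with every replicate also reaching 75%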;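 also: 0% = median of neutral control wells and 100% = pilot-screen positive control compound; some compounds past the cut are filed as inactive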
EBV LMP1 NFkB: EBV LMP1-driven NF-kappaB luciferase reporter inhibitors, primary screen, cell-based, luminescence, single point; LMP1-induced NF-kappaB luciferase reporter cells; inhibition, % at 12.5 µM; actives 0.69% (n = 350,000); AID 504558, 2011; in the data active = inhibition above about 41%;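 also: 0% = neutral control wells and 100% = reference inhibitor control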
NR5A2 inv ag: LRH-1 (NR5A2) inverse agonists, primary screen, cell-based, luminescence, HEK293T, StAR-luciferase reporter. actives 0.13% (n = 360,000). LRH-1 transfected, 24 h. Nuclear receptor subfamily 5 group A member 2 (Homo sapiens), O00482. inhibition, % at 3.6 µM;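 active = inhibition above the mean inhibition of all tested compounds plus 3 SD, cut at about 73% in these data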;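 also: 0% = DMSO wells and 100% = reporter-only cells lacking LRH-1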
Target sequence (O00482 whole entry, looked up): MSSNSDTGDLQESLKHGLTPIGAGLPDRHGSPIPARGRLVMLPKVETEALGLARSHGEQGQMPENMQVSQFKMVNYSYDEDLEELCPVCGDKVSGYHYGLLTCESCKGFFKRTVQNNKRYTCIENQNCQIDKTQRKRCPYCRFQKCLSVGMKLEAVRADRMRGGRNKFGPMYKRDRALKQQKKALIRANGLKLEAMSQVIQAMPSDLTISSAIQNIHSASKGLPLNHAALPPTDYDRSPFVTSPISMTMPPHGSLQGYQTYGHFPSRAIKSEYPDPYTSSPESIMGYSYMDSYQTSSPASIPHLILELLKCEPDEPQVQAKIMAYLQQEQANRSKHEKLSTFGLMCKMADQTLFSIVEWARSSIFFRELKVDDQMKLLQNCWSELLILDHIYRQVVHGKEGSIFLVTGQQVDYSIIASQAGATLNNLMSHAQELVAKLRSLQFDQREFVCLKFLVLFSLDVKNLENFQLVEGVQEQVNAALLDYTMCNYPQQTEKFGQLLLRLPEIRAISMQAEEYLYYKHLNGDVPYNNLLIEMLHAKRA
TWEAK-Fn14 inh: inhibitors of TWEAK-Fn14 signaling, primary screen, luciferase reporter cells, uHTS; TWEAK-stimulated Fn14 reporter cells, luciferase luminescence, 8 h; inhibition, % at 10 µM; actives 2% (n = 360,000); in the data active = inhibition above about 50%
CF NFkB inh: inhibitors of PAF-induced NF-kB signaling, primary screen, cell-based, GFP fluorescence, uHTS; KKLEB NF-kB-GFP reporter, GFP fluorescence overnight; inhibition, % at 5 µM; actives 0.86% (n = 360,000); AID 588850, 2011;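 active = at least 50% inhibition at 5 µM, scaled per plate between neutral and stimulator controls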;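 also: PAF is a Pseudomonas aeruginosa culture filtrate used as stimulus; plate controls were PAF-stimulated DMSO wells for no effect and unstimulated DMSO wells for full effect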
Numbers without * were called inactive; · = not tested or not shown. Not all compounds are listed (hit frequency here may not be typical).

SMILES | TRAIL sens C8 | COUP-TFII inh | SRC1 inh | TROY NFkB inh | SRC3 inh | KKLEB cytotox | Shn3 3UTR inh | EBV LMP1 NFkB | NR5A2 inv ag | TWEAK-Fn14 inh | CF NFkB inh
CC(C)(C)OC(=O)NCCCCCNC(=O)c1[nH]cnc1C(=O)Nc1nccs1 | 6 | 14 | -1 | -1 | 18 | -9 | -10 | 7 | 18 | 5 | 8
O=c1cc(CNc2cc(Cl)ccc2Cl)nc2sccn12 | 10 | -1 | -14 | -42 | -25 | 0 | -38 | -6 | -37 | -12 | -6
Cc1sc2nc(CC(=O)N3CCCC3)[nH]c(=O)c2c1C | 5 | -7 | 4 | -9 | 1 | 2 | -3 | -1 | -8 | 5 | -2
Cc1nc2ccc(NC(=O)N3CCCCC3)cc2nc1C | -9 | -7 | -20 | 50* | -13 | -6 | -24 | 12 | -30 | 21 | 3
Cc1cccc(N2C(=O)CN(Cc3sccc3C)C2=S)c1 | -8 | -9 | 24 | 2 | 18 | -5 | 0 | 2 | 13 | 15 | -1
CCc1cccc(OCC(=O)N(C)CC(=O)Nc2cccc(F)c2)c1 | 13 | -3 | -9 | -7 | -26 | 7 | 0 | -8 | 6 | -5 | -34
CC(C)C(=O)N1CCCC1(C)C(=O)Nc1cccc(Oc2ccccc2)c1 (stereo unspecified) | -10 | -8 | -8 | -8 | -7 | -5 | -3 | · | -6 | -15 | 2
CC(=O)NS(=O)(=O)c1ccc(N=NN2CCCCC2)cc1 | -5 | 0 | 2 | -7 | -10 | -4 | 1 | -9 | 15 | 5 | -2
CCC(C)NS(=O)(=O)c1ccc(S(=O)(=O)N(CC(=O)Nc2ccccc2)Cc2ccco2)cc1 (stereo unspecified) | 8 | 4 | -1 | 9 | 9 | -4 | 13 | -9 | 3 | 7 | -7
COc1cccc(C(=O)N2N=C(c3ccccn3)CC2(O)C(F)(F)F)c1 (stereo unspecified) | 11 | -12 | -29 | -20 | -17 | -10 | 58 | 7 | -11 | 5 | 6
CCCN1CCN(CCCNC(=O)CN2C(=O)C(CC)Oc3ccccc32)CC1 (stereo unspecified) | -13 | 0 | -2 | 8 | 4 | 16 | -7 | -4 | 2 | -8 | -8
Cc1ccc(C=Nc2cccnc2N)cc1 | -15 | · | -34 | -23 | -16 | -12 | -48 | -3 | -12 | -22 | 1
COc1ccc(C(=O)CC(=O)C(=O)Nc2cccc(F)c2)cc1 | 25 | -10 | -22 | -35 | -12 | 6 | 3 | -2 | -9 | -4 | -1
Cc1ccc(CN2CCN(CCCn3cccn3)CC2CCO)cc1 (stereo unspecified) | 1 | -13 | -28 | 4 | -3 | 3 | 3 | -22 | -6 | 27 | 10
COc1ccccc1C1CC(=O)Oc2cc(C)c(Cl)cc21 (stereo unspecified) | -2 | -4 | -21 | 3 | 1 | 3 | 23 | -4 | 1 | 26 | 11
CCc1ccc(NC(=O)CC2C(=O)NCCN2C(=O)c2ccccc2OC)cc1 (stereo unspecified) | 1 | -10 | 10 | -3 | -8 | 6 | -6 | -1 | 2 | 10 | -11
C/C(=N/NC(=O)c1sc(NS(=O)(=O)c2ccccc2)nc1C)c1ccccc1 | 2 | -8 | -5 | -17 | -8 | -26 | -7 | 2 | 6 | -14 | 26
CC(=O)N1CCSc2ccc(S(=O)(=O)NCCc3ccc(C)cc3)cc21 | -12 | 8 | 0 | 5 | 19 | 8 | 39 | 7 | -7 | 15 | -8
O=C1CCCc2nc3c(cc21)C(O)Oc1c-3ccc2ccccc12 (stereo unspecified) | 13 | -10 | -49 | 6 | -33 | 14 | -81 | -54 | -46 | 30 | -4
CC1CCCC(C)N1CC(C)(C)NS(=O)(=O)c1ccc(Cl)cc1 (stereo unspecified) | 9 | -5 | 4 | -1 | 8 | -10 | -16 | 4 | 5 | 3 | -7
CC1CC(C)CN(CCCNC(=O)CCNC(=O)Cn2cnc3ccccc3c2=O)C1 (stereo unspecified) | -5 | -7 | 2 | 10 | 18 | -7 | -7 | 0 | -1 | 8 | -6
O=C1CC2(CCN(C(=O)C(=O)c3c[nH]c4ccccc34)CC2)Oc2ccccc21 | -3 | 8 | 3 | -16 | 13 | -100* | -4 | 7 | -19 | 7 | 84*
C/C(=N\OCc1ccccc1)c1c(O)cc(C(C)C)n(-c2ccccc2)c1=O | 2 | 2 | 4 | -8 | 8 | -9 | 4 | -3 | -21 | -1 | 4
Cc1occc1C(=O)NC(C)C1CCCO1 (stereo unspecified) | -4 | 4 | -12 | 5 | 5 | -15 | 12 | 1 | -15 | -1 | 12
COc1ccc(C2=Nn3c(nnc3-c3ccccc3Cl)SC2)cc1OC1CCCC1 | 8 | 9 | 8 | 53* | -1 | -9 | -4 | 5 | 14 | 8 | 46

Molecules above containing a Cl atom (4):
SMILES | TRAIL sens C8 | COUP-TFII inh | SRC1 inh | TROY NFkB inh | SRC3 inh | KKLEB cytotox | Shn3 3UTR inh | EBV LMP1 NFkB | NR5A2 inv ag | TWEAK-Fn14 inh | CF NFkB inh
O=c1cc(CNc2cc(Cl)ccc2Cl)nc2sccn12 | 10 | -1 | -14 | -42 | -25 | 0 | -38 | -6 | -37 | -12 | -6
COc1ccccc1C1CC(=O)Oc2cc(C)c(Cl)cc21 (stereo unspecified) | -2 | -4 | -21 | 3 | 1 | 3 | 23 | -4 | 1 | 26 | 11
CC1CCCC(C)N1CC(C)(C)NS(=O)(=O)c1ccc(Cl)cc1 (stereo unspecified) | 9 | -5 | 4 | -1 | 8 | -10 | -16 | 4 | 5 | 3 | -7
COc1ccc(C2=Nn3c(nnc3-c3ccccc3Cl)SC2)cc1OC1CCCC1 | 8 | 9 | 8 | 53* | -1 | -9 | -4 | 5 | 14 | 8 | 46

(continued)
SMILES | TRAIL sens C8 | COUP-TFII inh | SRC1 inh | TROY NFkB inh | SRC3 inh | KKLEB cytotox | Shn3 3UTR inh | EBV LMP1 NFkB | NR5A2 inv ag | TWEAK-Fn14 inh | CF NFkB inh
COC(=O)CSc1nnc(CNC(=O)c2ccco2)n1-c1ccc(F)cc1 | -5 | · | -1 | 5 | 5 | 4 | 8 | -5 | -2 | 20 | 10
Cc1nc2ccc(NC(=S)N3CCN(c4ccccn4)CC3)cc2nc1C | -10 | -11 | -3 | -1 | -8 | -6 | -17 | -8 | -18 | -9 | 1
COc1cccc(CC(=NO)c2cccc(OC)c2)c1 | -3 | 8 | 3 | -5 | -11 | -16 | -4 | -1 | -20 | -9 | 11
Nc1nnc(CSCc2ccccc2)s1 | -10 | 5 | 3 | 5 | -13 | 2 | -6 | -2 | -27 | -5 | 0
CC(=O)N1c2ccc(S(=O)(=O)NCCc3ccccc3)cc2CC1C (stereo unspecified) | 21 | -3 | -12 | 18 | 19 | -1 | 66 | 10 | -2 | 28 | -11
COc1ccc(CCN(CC(=O)NC(C)(C)C)C(=O)Cn2nnc(-c3ccc(C)o3)n2)cc1OC | -15 | -16 | -2 | -2 | -8 | -2 | -3 | 1 | 12 | -2 | 1
COc1cc(-c2cc(NC=O)c3ncc(-c4ccc(C(C)=O)cc4)n3c2)ccc1O | 9 | -106 | 4 | 13 | 14 | -29 | 11 | · | 48 | 48 | 42
CCC(Oc1ccccc1)C(=O)Nc1ccc(S(=O)(=O)Nc2cc(C)on2)cc1 (stereo unspecified) | 11 | -12 | 4 | -5 | 19 | -10 | 3 | -2 | -6 | 15 | -20
CCN1CCCC1CNC(=O)c1cc2ccc(OC)cc2[nH]1 (stereo unspecified) | -18 | -13 | -38 | -7 | -21 | 2 | 21 | -4 | 4 | 8 | -3
CCOCCCNC(=O)CN1C(=O)COc2ccc(S(=O)(=O)N3CCCCCC3)cc21 | -1 | -14 | 5 | 8 | 17 | 11 | -5 | 6 | -16 | -13 | 1
O=S(=O)(NCC(O)COCc1ccco1)c1cccs1 (stereo unspecified) | -8 | -10 | -7 | -8 | -1 | 2 | -14 | 3 | 2 | 8 | -2
COc1ccc(CC(=O)Nc2ccc3c(C)cc(=O)oc3c2)cc1OC | 6 | -16 | -14 | -14 | 19 | 5 | -23 | 9 | 9 | -42 | 9
COc1ccc(OCC(O)CN2CCN(c3ccccc3)CC2)cc1 (stereo unspecified) | 6 | 7 | -7 | -8 | 6 | -8 | 7 | 9 | -20 | -1 | -4
O=C(O)CC(Cc1ccc(Br)cc1)C(=O)Nc1ccccc1 (stereo unspecified) | 9 | 2 | -20 | 2 | 9 | -10 | 11 | 7 | 3 | -20 | 10
CCn1cc2nc(SCC(=O)Nc3ccc(OC)cc3OC)n(Cc3ccc(OC)cc3)c(=O)c2n1 | 38 | 4 | 12 | 2 | -12 | -9 | 26 | 15 | 22 | 18 | 16
CC1CCCCN1C(=O)Cc1ccc(Cl)cc1 (stereo unspecified) | 10 | 0 | -23 | -46 | -60 | -1 | -18 | 3 | -23 | -18 | 2
O=C(O)COCC(=O)Nc1ccc(Oc2ncnc3cc(Cl)ccc23)nc1 | 3 | -13 | 3 | -36 | -2 | -9 | -13 | · | 5 | 3 | -6
COc1ccc(-c2ccc(C(=O)NCCN(C)C)c3occc23)c(C)c1 | 11 | 0 | 8 | 18 | 2 | -13 | 3 | · | -1 | -20 | 3
CCCCC[C@H]1CCCCC[C@@H](O)C[C@H](O)[C@H](O)/C=C/C(=O)O1 | 5 | 9 | · | 21 | · | · | · | · | 21 | 19 | ·
O=C(CSCc1ccc(F)cc1)NC1CCCC1 | 7 | -21 | -35 | -43 | 4 | 8 | -17 | 5 | -21 | -30 | 8
COc1ccc(NC(=O)CN(C)CC(=O)Nc2ccccc2SC)cc1 | -4 | -1 | -12 | -17 | 1 | 4 | -14 | -12 | 1 | 3 | -10
Cc1nc2ccccc2c(=O)n1/N=C/c1ccco1 | 5 | -17 | -4 | 3 | 15 | 1 | -2 | 6 | 1 | 7 | 16
O=C(NCC(=O)N1CCN(C(=O)c2ccccc2)CC1)c1ccc(Cl)cc1Cl | 25 | -3 | -8 | -4 | -1 | 9 | 4 | 3 | 2 | 5 | 0
Cn1c(SCC(=O)NCC2CCCO2)nnc1-c1ccco1 (stereo unspecified) | -4 | 0 | -5 | 5 | 23 | 12 | 2 | 7 | 18 | 4 | -42
CCc1ccc(OCC(=O)OC(C)C(=O)Nc2ccc(Cl)cn2)cc1 (stereo unspecified) | 13 | 17 | 8 | -13 | 9 | 10 | -5 | 4 | 9 | 4 | 9
